Source: PubChem BioAssay
CASP6 VEID inh: human caspase-6 inhibitors, primary screen, biochemical, VEID-R110 fluorescence, single point, set 2; purified caspase-6, Z-VEID-R110 cleavage fluorescence; inhibition, % at 12.5 µM; 0.53% of 350,000 active; P55212; AID 686996, 2013;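 active = mean inhibition across replicates at least about 35%, with every replicate also reaching that limit, limit read from the data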;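 also: 0% = median of neutral control wells and 100% = no fluorescence left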
Target sequence (P55212 24-179 limits assumed): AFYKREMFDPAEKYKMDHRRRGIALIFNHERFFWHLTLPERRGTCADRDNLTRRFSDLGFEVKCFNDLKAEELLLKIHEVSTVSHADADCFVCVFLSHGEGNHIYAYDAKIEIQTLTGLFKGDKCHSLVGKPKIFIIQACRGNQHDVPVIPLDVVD
Target sequence (P55212 194-293 limits assumed): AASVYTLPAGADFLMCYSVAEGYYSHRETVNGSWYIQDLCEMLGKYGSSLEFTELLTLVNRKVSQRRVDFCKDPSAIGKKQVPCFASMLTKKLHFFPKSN
RAD52 inh: RAD52 DNA annealing inhibitors, primary screen, biochemical, FRET, single point, set 2 | recombinant RAD52 DNA annealing, FRET fluorescence | inhibition, % at 18.7 µM | DNA repair protein RAD52 homolog (Homo sapiens), P43351 | 0.46% of 360,000 active;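 active = every replicate showing at least 50% inhibition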
ERp5 inh: inhibitors of ERp5-driven insulin aggregation, primary screen, biochemical, turbidity, absorbance 650 nm, single point; Protein disulfide-isomerase A6 (Homo sapiens), Q15084; 90 min; inhibition, % at 9.99 µM; 0.05% of 350,000 active; AID 651711, 2012;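 active = mean replicate inhibition above about 25%, with every replicate also reaching it, limit read from the data, passing the limit was not always enough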
Target sequence (Q15084 whole entry, looked up): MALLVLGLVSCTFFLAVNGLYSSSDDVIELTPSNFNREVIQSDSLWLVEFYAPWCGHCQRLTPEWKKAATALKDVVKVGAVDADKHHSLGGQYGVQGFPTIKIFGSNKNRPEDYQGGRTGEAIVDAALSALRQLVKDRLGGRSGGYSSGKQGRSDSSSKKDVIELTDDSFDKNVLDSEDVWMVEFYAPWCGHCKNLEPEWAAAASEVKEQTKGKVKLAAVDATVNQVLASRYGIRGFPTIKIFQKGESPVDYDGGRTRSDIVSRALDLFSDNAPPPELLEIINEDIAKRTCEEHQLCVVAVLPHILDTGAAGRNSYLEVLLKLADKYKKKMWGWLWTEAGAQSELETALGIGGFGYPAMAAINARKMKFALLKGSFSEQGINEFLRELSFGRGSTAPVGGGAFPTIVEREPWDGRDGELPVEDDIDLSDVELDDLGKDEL
RAD54 inh: inhibitors of human RAD54 branch migration, primary screen, biochemical, fluorescence, single point. 0.14% of 360,000 active. AID 602329, 2012. RAD54 Holliday junction branch migration, FAM/BHQ fluorescence. inhibition, % at 10.4 µM. DNA repair and recombination protein RAD54-like (Homo sapiens), Q92698;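 active = mean normalized replicate activity at least 40 and at least half of replicates scoring 40 or more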;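 also: 0% = median of neutral control wells and 100% = median of positive control wells; inhibitors cause a drop in the FAM fluorescence signal; in these data hits start at about 50%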
ARNT TACC3 PPI: disruptors of ARNT/TACC3 protein interaction, primary screen, biochemical, AlphaScreen, single concentration | inhibition, % at 9.99 µM | AlphaScreen His-ARNT PAS-B/GST-TACC3 binding, luminescence; TACC3 fragment carries E629A point mutation | AID 623870, 2012 | 0.66% of 390,000 active;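 active = mean inhibition of replicates at least 50% and at least half of replicates each reaching 50%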;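 also: 0% = complete ARNT plus TACC3 wells and 100% = ARNT alone without TACC3; many hits fall short of the cut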
esBAF inh: Bmi1 luciferase reporter increase in mESCs, primary screen, esBAF inhibitor project, mouse ES cells, Bmi1 luciferase knock-in, single point; 24 h; 100% = twice the neutral-well signal; 2% of 350,000 active; reporter increase, % at 12.5 µM; AID 602393, 2012; in the data active = activation above about 40%;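 also: 0% = median of the plate's neutral control wells and 100% = double that signal; a rise in the Bmi1 reporter signal indicates esBAF inhibition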
E-selectin induc: E-selectin induction in HUVECs, primary screen, imaging, HUVEC, immunofluorescence imaging, single point. P16581. normalized: neutral wells 0, TNF-alpha wells 100. activation, % at 7.58 µM. 0.37% of 260,000 active;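 active = mean E-selectin-positive cell signal at least 10% of the positive control, reached in at least 60% of replicates, without over 20% cell loss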;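 also: in these data hits start at about 27%; measured in HUVEC primary endothelial cells; signal is the percent of cells scored E-selectin positive by PE staining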
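System: HUVEC, human umbilical vein endothelial cells; quantity: 3,000 cells/well; buffer or medium: EGM-2 medium, gelatin-coated wells; dosing: single-point compound dose; detection: immunofluorescence imaging; evaluation: % PE-positive cells; benchmarks: TNF-alpha, DMSO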
PglD inh: C. jejuni PglD acetyltransferase inhibitors, primary screen, biochemical, DTNB colorimetric, single point | UDP-N-acetylbacillosamine N-acetyltransferase PglD (Campylobacter jejuni) | 0.098% of 360,000 active | inhibition, % at 12.5 µM | purified PglD enzyme, DTNB colorimetric CoA detection; in the data active = inhibition above about 16%, passing the limit was not always enough; also: strong numbers were not always called active
The depositor's hits bear a star; . = not tested or not shown.

SMILES	CASP6 VEID inh	RAD52 inh	ERp5 inh	RAD54 inh	ARNT TACC3 PPI	esBAF inh	E-selectin induc	PglD inh
COCCNC(=O)c1c(N)[nH]c(C(=O)c2ccc(Br)cc2)c1-c1ccc(Br)cc1	-1.6	-12.1	3.6	.	.	.	-0.4	.
CCC(=O)N(C)C[C@@H]1Oc2cc(C#Cc3ccccc3)ccc2S(=O)(=O)N([C@H](C)CO)C[C@H]1C	0.4	-24.4	-3.5	-1.3	-3.5	6.5	1.1	-0.2
COC(=O)C[C@H]1CC[C@@H]2[C@@H](COc3ccc(NC(=O)c4ccc(F)c(F)c4)cc3C(=O)N2C)O1	0.2	-5.5	10.2	1.9	3.1	3.6	-0.1	1.6
CN1C(=O)c2cc(NC(=O)Nc3ccccc3F)ccc2OC[C@@H]2O[C@H](CC(=O)NCCc3ccncc3)CC[C@@H]21	1.3	-3.9	2.8	-0.7	-4.6	-0.2	0.0	0.8
C[C@H]1CN([C@@H](C)CO)C(=O)c2cccc(NC(=O)c3cnccn3)c2O[C@H]1CN(C)C(=O)Nc1ccc(F)cc1	-4.7	-6.7	0.5	-2.9	15.7	1.5	-1.9	3.5
Cn1cc2cc(NC(N)=S)ccc2n1	-1.1	-2.0	1.4	9.6	-2.5	-2.7	6.2	8.2
CCOC(=O)c1cnc2c(C)c(Cl)ccc2c1N1CCN(CC)CC1	-5.8	25.8	1.8	20.3	5.6	-7.1	.	-4.5
COc1cccc(NC(=O)CSc2nnc(-c3cccc(OC(C)C)c3)n2N)c1	.	.	.	3.0	-4.7	8.2	.	2.2
COc1ccc(OC)c(NC(=O)c2cccnc2)c1	-4.5	-5.7	-1.0	-4.7	-4.0	-5.8	.	-2.7
Cc1ccccc1C(=O)Nc1nnc(CC(=O)N/N=C/c2cn(Cc3ccccc3)c3ccccc23)s1	1.3	-23.9	14.0	.	-5.4	.	0.1	.
O=C(C[C@@H]1C[C@@H]2c3cc(NC(=O)NC4CCCCC4)ccc3O[C@@H]2[C@H](CO)O1)NCC(F)(F)F	-4.6	-6.7	6.5	-3.8	-2.8	2.7	2.3	2.2
Cc1ccc(CNC(=O)CN2C(=O)C3(OCCCO3)c3ccccc32)cc1	7.9	-10.7	-0.2	.	-3.3	-2.5	.	.
C[C@@H]1CN([C@H](C)CO)C(=O)c2cccc(NS(C)(=O)=O)c2O[C@@H]1CN(C)Cc1ccc2c(c1)OCO2	1.1	0.4	-3.9	6.2	-3.8	0.8	-1.8	-2.3
Cc1ccccc1CCNC(=O)C1CCCN(c2cnccn2)C1 (stereo unspecified)	-1.0	-2.7	-2.9	0.5	1.7	3.2	0.1	5.9
O=C(CO/N=C/c1ccccc1)Nc1c(F)c(F)c(F)c(F)c1F	1.3	-7.3	0.1	.	.	.	-1.6	.
COc1ccc(S(=O)(=O)Nc2ccc3c(c2)C(=O)N([C@@H](C)CO)C[C@H](C)[C@H](CN(C)C(=O)NC2CCCCC2)OCCCC[C@@H](C)O3)cc1	0.1	-26.9	1.5	-5.7	-0.9	1.6	.	-0.1
CCOC(=O)N1CCN(CC(O)COC(CC)c2ccccc2)CC1 (stereo unspecified)	.	.	.	-18.1	7.6	7.5	.	-9.5
CO[C@@H]1CN(C)C(=O)c2ccc(NC(=O)c3ccccc3)cc2OC[C@H](C)N(C(=O)C2CC2)C[C@@H]1C	.	.	.	-10.4	-3.4	5.6	-0.4	5.3
CCN(C(=O)c1cc(S(=O)(=O)N2CCCCC2)c[nH]1)c1ccc(OC)cc1	-0.5	3.0	4.6	11.4	0.2	4.2	1.6	9.7
Cc1cc(N/C(=N/S(=O)(=O)c2cc(F)ccc2F)c2ccccc2)n(-c2ccccc2)n1	0.9	0.8	-1.8	.	-0.7	.	.	.
COc1ccccc1N1CSC2=C(C#N)C(c3ccc(SC)cc3)CC(=O)N2C1 (stereo unspecified)	18.0	-16.5	6.3	2.9	1.6	0.9	0.1	-0.5
S=C(N/N=C/c1ccccc1Cl)Nc1cccc(Cl)c1Cl	-2.9	-15.0	7.6	.	-3.7	-6.6	4.6	.
Cc1noc(C)c1NC(=O)Nc1ccc2c(c1)C(=O)N([C@@H](C)CO)C[C@@H](C)[C@H](CN(C)C(=O)Nc1ccc3c(c1)OCO3)OCCCC[C@@H](C)O2	0.2	14.9	1.6	-2.1	-1.6	1.7	0.1	3.4
C=CCNC(=O)c1ccc2c(c1)nnn2C	.	.	.	-7.3	-12.7	-7.7	.	-2.9
COc1cccc(OC)c1CN(C)C(=O)c1cnccc1C(F)(F)F	-2.6	-1.2	-1.0	-1.4	.	.	0.0	1.0
O=C(C[C@@H]1CC[C@@H]2[C@H](COC[C@@H](O)CN2C(=O)Cc2ccccc2)O1)NC1CCCC1	-2.1	5.1	1.0	-20.4	4.4	-1.8	0.0	-0.3
CCC(=O)Nc1ccc2c(c1)OC[C@H](C)N(Cc1ccccc1F)C[C@@H](C)[C@@H](OC)CN(C)C2=O	2.6	8.7	7.0	-4.7	-3.7	-1.1	-0.2	-6.5
CS(=O)(=O)N1C[C@@H](O)COC[C@H]2O[C@H](CC(=O)NCCc3ccncc3)CC[C@@H]21	-18.2	-28.2	-4.2	6.6	-4.6	1.4	0.0	0.2
COc1cccc(N2CC(C)Cn3c2nc2c3c(=O)[nH]c(=O)n2C)c1 (stereo unspecified)	2.2	-16.2	2.3	-3.2	3.9	2.2	.	5.0
CCOc1ccc(NC(=S)NC(=O)/C=C/c2ccc(OC)c(OC)c2)c([N+](=O)[O-])c1	.	.	.	8.3	4.3	-5.6	.	-2.1

Two entries from above, with values under each structure.
Results follow in this order: CASP6 VEID inh, RAD52 inh, ERp5 inh, RAD54 inh, ARNT TACC3 PPI, esBAF inh, E-selectin induc, PglD inh
COc1ccccc1N1CSC2=C(C#N)C(c3ccc(SC)cc3)CC(=O)N2C1 (stereo unspecified)
    18.0, -16.5, 6.3, 2.9, 1.6, 0.9, 0.1, -0.5
S=C(N/N=C/c1ccccc1Cl)Nc1cccc(Cl)c1Cl
    -2.9, -15.0, 7.6, ., -3.7, -6.6, 4.6, .

Later entries:
SMILES	CASP6 VEID inh	RAD52 inh	ERp5 inh	RAD54 inh	ARNT TACC3 PPI	esBAF inh	E-selectin induc	PglD inh
COc1ccc(-c2nc3n(c(=O)c2C#N)CCS3)cc1	-1.3	-26.6	-3.6	.	-2.1	.	0.8	.
C[C@@H]1CCCCO[C@H](CN(C)C(=O)Nc2ccc(C(F)(F)F)cc2)[C@H](C)CN([C@H](C)CO)C(=O)c2cc(NC(=O)Nc3ccc(C(F)(F)F)cc3)ccc2O1	.	.	.	-8.9	-0.8	-3.9	-0.6	0.1
COC(=O)C(Cc1ccccc1)NC(=O)c1ccc(NS(=O)(=O)c2ccc3[nH]c(=O)[nH]c3c2)cc1 (stereo unspecified)	4.5	-9.3	-0.7	-5.7	-4.3	-3.0	.	5.3
COC(=O)Sc1nc(N2CCOCC2)c2c(c1C#N)CC(C)(C)OC2	.	.	.	2.1	-7.9	-1.5	.	0.2
CN1C(=O)SC(Nc2cccc3ccccc23)C1=O (stereo unspecified)	.	.	.	-5.5	-8.5	-8.3	.	6.9
Cn1c(=O)c2cn(-c3ccccc3)cc2n(C)c1=O	.	.	.	9.1	-3.8	4.0	.	3.6
CCOC(=O)c1c(-c2ccc(C)o2)csc1NC(=O)CN(C)CC(=O)Nc1ccc(C)cc1	.	.	.	5.3	-1.6	-1.3	.	-4.1
COc1ccc(NC(=O)C2CCCN2C(=O)Nc2cccc(F)c2)cc1 (stereo unspecified)	0.3	-0.5	1.0	5.8	-0.9	0.7	5.9	3.4
O=C1c2cccc3c(N4CCCCC4)ccc(c23)C(=O)N1c1ccccn1	.	.	.	-49.6	-12.0	3.6	.	-0.4
CCCc1cn(CC[C@H]2CC[C@@H](NC(=O)Nc3ccccc3F)[C@@H](CO)O2)nn1	-0.4	8.8	-4.8	-6.3	-11.7	2.7	0.6	-3.5
CC1Cc2cc(/C(O)=C3/C(=O)C(=O)N(Cc4ccncc4)C3c3ccc(N(C)C)cc3)ccc2O1 (stereo unspecified)	1.8	-11.9	-2.0	5.1	1.3	5.1	.	0.1
CCCc1cc(C(=O)Nc2cc(Br)ccc2O)no1	0.1	-17.3	5.8	1.6	0.5	56.6*	0.2	-3.8
COc1cc(OC)c(-c2nc3ccccc3s2)cc1OC	-2.4	-10.4	0.9	.	-4.7	.	.	.
CCc1ccc(C(=O)NCC2(c3ccccc3)CCOCC2)o1	1.0	-10.5	-3.5	-8.8	9.9	18.6	0.6	3.4
c1ccc(-c2cc3nc(NCc4cccs4)nc(NCc4ccc5occc5c4)c3s2)cc1	-2.9	-13.1	4.3	-7.8	.	0.4	0.5	-1.1

Whole records, looked up by structure. Order of values: CASP6 VEID inh, RAD52 inh, ERp5 inh, RAD54 inh, ARNT TACC3 PPI, esBAF inh, E-selectin induc, PglD inh
Listed for CCCc1cn(CC[C@H]2CC[C@@H](NC(=O)Nc3ccccc3F)[C@@H](CO)O2)nn1 : -0.4, 8.8, -4.8, -6.3, -11.7, 2.7, 0.6, -3.5
Listed for COc1ccc(NC(=O)C2CCCN2C(=O)Nc2cccc(F)c2)cc1 (stereo unspecified) : 0.3, -0.5, 1.0, 5.8, -0.9, 0.7, 5.9, 3.4

(next part)
SMILES	CASP6 VEID inh	RAD52 inh	ERp5 inh	RAD54 inh	ARNT TACC3 PPI	esBAF inh	E-selectin induc	PglD inh
CCN(c1ccccc1)S(=O)(=O)c1ccc(C(=O)NCc2ccco2)cc1	.	.	.	-3.2	36.3	0.8	.	-0.7
COc1ccccc1CN1CCNC(=O)C1CC(=O)NCCc1cnccn1 (stereo unspecified)	-3.4	-23.4	8.8	6.7	2.0	0.5	0.1	1.7
CCOc1ccccc1N1CCN(C(=O)c2c(C)noc2C)CC1	.	.	.	-9.2	-0.2	-4.4	.	0.0
CCOCCCN(C)C1CCN(C(=O)c2oc3ccccc3c2NC(=O)COc2ccc(F)cc2)CC1	-5.2	-0.8	3.7	6.5	0.1	-3.5	.	-2.6
Cc1ccc(C2(c3ccccc3)NC(=O)N(CC(=O)NC3(C#N)CCCC3)C2=O)cc1C (stereo unspecified)	3.4	-20.5	-2.6	-1.5	0.9	3.9	.	.
O=C(Nc1ccccn1)c1ccc(Cl)c(S(=O)(=O)N2CCOCC2)c1	1.7	-8.5	1.3	4.2	2.7	.	0.0	2.8
Oc1ccc(/C=N/N2CCCCC2)c(O)c1	2.3	-3.4	-1.5	-2.9	19.9	28.4	0.1	-2.1
CC(=O)NCC(=O)OCC(=O)c1ccc(C)c(C)c1	2.2	-2.9	-1.1	-4.7	-36.4	-3.3	.	1.8
CCC(=O)N[C@H]1C=C[C@@H](CC(=O)NCc2ccccc2F)O[C@@H]1CO	16.6	1.0	-1.7	7.6	-15.0	-0.8	-0.3	3.5
CN(C)S(=O)(=O)c1ccc(Cl)c(NC(=O)COC(=O)/C=C/c2cnc3ccccc3n2)c1	-0.3	-28.1	1.5	-9.1	-7.7	3.2	0.0	-0.9
CC1(C(=O)NS(=O)(=O)Cc2cccc(Cl)c2)CCN1C(=O)CCc1cccs1 (stereo unspecified)	0.6	-9.0	-1.4	5.8	.	-5.7	0.0	-0.2
